Bioassay records: PubChem BioAssay, The Scripps Research Institute Molecular Screening Center
PAFAH1B2 FP inh = inhibitors of human PAFAH1B2; 1.2% of 340,000 active; P68402; inhibition, % at 3.39 µM; recombinant PAFAH1B2, FP-rhodamine activity probe, fluorescence polarization; AID 492953;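 active means inhibition above the mean of all tested compounds plus 3 SD, cut at about 24% in these data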;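 further: 0% = enzyme with DMSO and 100% = wells lacking PAFAH1B2; many of its hits are not listed in these tables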
Target sequence (P68402 whole entry, looked up): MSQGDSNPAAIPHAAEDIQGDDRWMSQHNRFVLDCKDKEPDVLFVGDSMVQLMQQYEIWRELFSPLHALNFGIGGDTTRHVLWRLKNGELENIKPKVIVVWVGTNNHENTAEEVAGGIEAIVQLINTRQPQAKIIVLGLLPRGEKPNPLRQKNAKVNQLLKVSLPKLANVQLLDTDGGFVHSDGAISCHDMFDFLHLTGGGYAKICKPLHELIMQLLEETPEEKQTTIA
pPAFAH inh = inhibitors of human plasma PAF acetylhydrolase (pPAFAH); recombinant pPAFAH, FP-rhodamine probe fluorescence polarization; inhibition, % at 3.39 µM; 1.5% of 330,000 active; AID 463082;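 active means inhibition above the mean inhibition across the screen plus 3 SD, cut at about 25% in these data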;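 further: inhibitors block binding of the rhodamine activity-based probe so polarization drops; 0% = enzyme with DMSO and 100% = wells lacking pPAFAH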
Fam108B counter = counter-screen for RBBP9 inhibitors: inhibitors of mouse Fam108B. recombinant Fam108B, FP-Rh probe fluorescence polarization. inhibition, % at 9.51 µM. 0.33% of 300,000 active. AID 1947;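 active means inhibition above the screen mean inhibition plus 3 SD, computed separately per campaign, cut at about 18% in these data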;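 further: inhibitors lower polarization as less probe binds the enzyme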
PME-1 primary = PME-1 (human) inhibition; recombinant PME-1, FP-Rh probe fluorescence polarization; inhibition, % at 5.9 µM; 0.53% of 320,000 active; AID 2130;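 active means inhibition above the campaign mean of all compounds plus 3 SD, cut at about 26% in these data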;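 further: competitive labeling of PME-1 active site by serine hydrolase directed probe; 0% = PME-1 with DMSO and 100% = wells lacking PME-1 enzyme; inhibitors block probe labeling so polarization falls and inhibition rises; many of its hits are not listed in these tables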
Target sequence (Q9Y570 whole entry, looked up): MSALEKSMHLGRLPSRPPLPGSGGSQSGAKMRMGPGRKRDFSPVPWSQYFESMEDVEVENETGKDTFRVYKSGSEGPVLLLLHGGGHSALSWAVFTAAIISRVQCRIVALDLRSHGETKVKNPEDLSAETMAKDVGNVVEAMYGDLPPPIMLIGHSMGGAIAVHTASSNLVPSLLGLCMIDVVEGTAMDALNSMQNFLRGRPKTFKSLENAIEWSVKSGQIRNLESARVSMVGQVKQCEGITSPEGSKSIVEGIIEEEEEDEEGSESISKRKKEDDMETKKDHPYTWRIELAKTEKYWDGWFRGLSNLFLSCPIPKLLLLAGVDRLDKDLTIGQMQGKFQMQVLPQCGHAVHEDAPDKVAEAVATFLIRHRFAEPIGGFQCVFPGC
PAD4 inh = blocks human protein arginine deiminase 4; Q9UM07; recombinant PAD4, RCA probe fluorescence polarization; inhibition, % at 6.36 µM; 0.41% of 330,000 active;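 active means percent inhibition above a cutoff equal to the mean of all tested compounds plus 3 SD, cut at about 15% in these data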;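 further: 0% = PAD4 with RCA probe and DMSO and 100% = probe without PAD4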
LYPLA1 inh = counter-screen for PME1 inhibitors: inhibitors of human LYPLA1 | O75608 | recombinant LYPLA1, FP-Rh probe fluorescence polarization | inhibition, % at 5.9 µM | 0.16% of 320,000 active;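 active means inhibition above the mean of all tested compounds plus 3 SD, set per campaign, cut at about 14% in these data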;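 further: inhibitors block serine hydrolase probe labeling of LYPLA1 so polarization falls; 0% = enzyme with DMSO and 100% = wells lacking LYPLA1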
GSTO1 inh = GSTO1 inhibition, counter-screen for RBBP9 inhibitors. P78417. recombinant GSTO1, activity-based probe fluorescence polarization. inhibition, % at 5.96 µM. 1.1% of 300,000 active. AID 1974;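 active means inhibition above the campaign mean inhibition plus 3 SD, cut at about 35% in these data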;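 further: 0% = GSTO1-1 with DMSO and 100% = wells lacking GSTO1-1 enzyme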
Target sequence (P78417 whole entry, looked up): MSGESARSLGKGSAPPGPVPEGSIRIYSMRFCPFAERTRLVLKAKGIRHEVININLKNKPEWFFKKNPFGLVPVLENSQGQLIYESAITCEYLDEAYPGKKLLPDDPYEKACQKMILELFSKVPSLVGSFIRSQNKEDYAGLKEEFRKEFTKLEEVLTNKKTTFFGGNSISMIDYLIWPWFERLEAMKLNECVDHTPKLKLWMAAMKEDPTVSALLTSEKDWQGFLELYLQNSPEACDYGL
PAFAH1B3 FP inh = PAFAH1B3 (human) inhibition; Q15102; recombinant PAFAH1B3, FP-rhodamine probe, fluorescence polarization; inhibition, % at 3.39 µM; 0.28% of 340,000 active; AID 492972;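 active means inhibition above the screen-wide average of all tested compounds plus 3 SD, cut at about 25% in these data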;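 further: 0% = enzyme with DMSO only and 100% = wells lacking PAFAH1B3 protein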
PAFAH2 FP inh = PAFAH2 (human) inhibition; Q99487; recombinant PAFAH2, FP-rhodamine activity probe, fluorescence polarization; inhibition, % at 3.39 µM; 0.99% of 340,000 active; AID 492956;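 active means inhibition above the mean over all tested compounds plus 3 SD, cut at about 30% in these data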;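 further: inhibitors block probe labeling of enzyme so polarization drops; 0% = enzyme with DMSO and 100% = wells lacking PAFAH2 protein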
* hit, by the source's call; . = no result given.

Order of results – PAFAH1B2 FP inh	pPAFAH inh	Fam108B counter	PME-1 primary	PAD4 inh	LYPLA1 inh	GSTO1 inh	PAFAH1B3 FP inh	PAFAH2 FP inh
1: CCOc1ccc(CCNC(=O)c2ccc3c(=O)[nH]c4c(C(=O)NC(C)C)sc(=S)n4c3c2)cc1
  12	29*	11	10	-3	0	-3	15	29
2: COc1cc(NC(=O)COc2cc3oc(=O)cc(C)c3cc2Cl)cc(OC)c1OC
  0	3	-1	2	-1	1	4	4	0
3: CC(C)Oc1cc2ccccc2cc1CNC[C@H]1O[C@@H](n2cnc3c(N)ncnc32)[C@H](O)[C@@H]1O
  4	-2	.	.	0	.	.	8	-2
4: CC(NC(=O)COC(=O)c1cc(Cl)ccc1O)C1CC2CCC1C2 (centres undefined)
  26*	7	.	-4	1	-1	.	4	29
5: Cc1csc2cc(-c3cccc([N+](=O)[O-])c3)c(-c3cccc([N+](=O)[O-])c3)c[n+]12
  6	-4	-2	2	-3	0	-1	-5	3
6: N#CC1=C(N)OC2=C(C(=O)CC(c3ccccc3)C2)C1c1ccc2c(c1)OCO2 (centres undefined)
  -1	7	-1	4	-1	0	11	-4	5
7: O=C(Cc1ccc([N+](=O)[O-])cc1)OCc1ccc([N+](=O)[O-])cc1
  2	1	3	1	-3	1	2	2	7
8: COc1cccc(/C=C/C(=O)N2CCN(c3n[nH]c(=O)[nH]c3=O)CC2)c1OC
  -2	0	2	-5	-2	-2	2	8	0
9: CC1(C)CC(=O)C(C(c2cccc([N+](=O)[O-])c2)C2C(=O)CC(C)(C)CC2=O)C(=O)C1
  2	2	-5	-1	-5	2	10	8	1
10: CN(C)c1oc(-c2ccc(OCc3ccccc3)cc2)nc1C#N
  7	10	4	3	5	4	2	7	3
11: Cn1c(=O)cc(SCC(=O)N2CCN(C(=O)c3ccco3)CC2)c2ccccc21
  2	-2	-6	3	-7	-1	0	-2	-5
12: CC1CCCCC1NC(=O)CSc1nnc(CNC(=O)c2ccccc2)n1C (centres undefined)
  0	-1	2	0	-1	-1	-1	-5	-2
13: CC(=O)Nc1ccc(S(=O)(=O)Nc2nc3ccccc3nc2Nc2ccc(N)cc2)cc1
  3	38*	8	9	0	-3	22	12	11
14: O=C(/C=C/c1ccccc1)NNC(=O)c1cccnc1
  0	-2	-1	-6	3	1	7	10	2
15: COc1ccc(CNC(=O)CNC(C)c2ccc(F)cc2)cc1 (centres undefined)
  4	3	-3	-1	1	-3	-2	16	0
16: COc1ccc2c(Cl)c(C(=O)NCC3CCCO3)sc2c1Cl (centres undefined)
  .	6	-3	2	0	1	0	.	.
17: Cc1ccc(S(C)(=O)=NC(=O)NC(=O)c2c(Cl)cccc2Cl)cc1 (centres undefined)
  7	0	0	-3	6	2	5	6	10
18: COc1cc2c(cc1OC)CN(C(=O)c1nn(Cc3ccccc3)c(=O)c3ccccc13)CC2
  9	1	.	6	0	-2	.	-6	2
19: CCOC(=O)c1ccc(-c2nnc(-c3ccc(Cl)cc3Cl)o2)cc1
  3	4	4	-4	0	1	10	6	-6
20: CN(CC(=O)Nc1ccccc1Br)C(=O)CCCSc1nc2ccccc2[nH]1
  8	5	-1	-2	2	3	-1	5	-4
21: CCOc1cccc(-c2nnc3sc(-c4cccs4)nn23)c1
  5	-7	-2	-11	2	-4	-1	-1	-2
22: CN1CCCc2cc(C=O)ccc21
  10	1	-1	4	4	2	7	5	6
23: CCCc1ccc2oc(C(=O)N3CCC(C(N)=O)(N4CCCCC4)CC3)c(C)c2c1
  0	3	-4	-4	-2	0	-1	8	0
24: CCOC(=O)c1ccc(NC(=S)N2CCCC2)cc1
  2	5	-2	-3	-4	4	4	10	-7
25: O=C1Nc2cc(C(F)(F)F)ccc2N2CCCCC12 (centres undefined)
  2	6	-3	-2	3	-2	16	0	-1
26: CCOC(=O)CCCn1c(C)nc(=O)c(-c2ccccc2)c1C
  0	1	-3	3	-3	-1	-2	2	1
27: COc1ccccc1N1CCN(C(=O)c2cc(C)oc2C)CC1
  -1	1	0	0	-2	-1	5	5	5
28: CCn1cc(C(=O)N[C@@H](CCSC)C(=O)NCCCOC)c(=O)c2cc3c(cc21)OCO3
  -2	2	0	-1	-3	-4	-1	-10	-5
29: O=C(C[n+]1ccccc1)Nc1ccccc1C(=O)O
  7	4	-1	3	-1	3	5	9	-1
30: O=C(CNC(=O)c1ccc(Br)o1)NCc1ccc(Cl)cc1
  -1	4	1	9	8	-2	8	-3	-6
31: CCCCCNC(=O)c1ccc(NS(=O)(=O)c2ccc3[nH]c(=O)[nH]c3c2)cc1
  5	0	2	3	-3	-1	-154	-6	-4
32: COc1ccc(NC(=O)[C@@H]2CCCN2C(=O)[C@@H]2Cc3ccccc3CN2C(=O)OC(C)(C)C)cc1
  -2	-1	10	5	1	-2	-4	8	-1
33: C/C(=N/Nc1ccccc1C(=O)O)c1cccs1
  1	7	0	1	2	1	3	6	5
34: COCCN1C(=O)Cc2c1nc(N)c1c(N)nc(N3CCN(c4ccc(F)cc4)CC3)c(C#N)c21
  2	15	4	1	-5	-6	11	8	-5
35: CCC(C)(C)n1nnnc1C(c1cc2ccc(C)cc2[nH]c1=O)N(Cc1cccnc1)Cc1ccco1 (centres undefined)
  -3	4	0	-4	-2	0	1	0	-2
36: C[C@@H]1CN([C@@H](C)CO)C(=O)c2cccc(NC(=O)c3ccncc3)c2O[C@@H]1CN(C)Cc1ccc(-c2ccccc2)cc1
  4	-5	.	.	-1	.	.	4	-6
37: C/C(=N\NC(=O)c1cc(-c2cccnc2)nc2ccccc12)c1ccc(O)cc1O
  -3	7	8	9	1	-2	-1	4	1
38: CNC(=O)COC(=O)CCC(=O)c1cccs1
  -1	0	-2	-1	-1	2	-1	3	3
39: CSCCc1nc(SCC(=O)Nc2nnc(C)s2)[nH]c1C
  2	7	-2	-1	-3	5	10	1	3
40: COCCOC(=O)c1c(C)n(C)c2ccc(OC(=O)c3ccco3)cc12
  4	0	5	2	-1	0	2	-10	-2
41: Cc1ccc(C2c3c(oc4ccccc4c3=O)C(=O)N2c2nnc(C(C)C)s2)o1 (centres undefined)
  3	2	0	2	0	-3	-7	3	7
42: COc1ccc(CCNC(=O)c2cccc(NC3=NC4CS(=O)(=O)CC4S3)c2)c(OC)c1 (centres undefined)
  9	3	-2	-1	-3	4	-1	-1	-7
43: CCCN(CCC)C(=O)c1c(C)[nH]c(C(=O)OCC)c1C
  .	-1	6	1	-8	3	-2	.	.
44: CC1=CC2=NC(=O)/C(=C/c3cccs3)C(=N)N2O1
  -1	1	1	-2	-3	2	16	-1	-1
45: O=C(c1ccc(Br)o1)N1CCN=C1SCc1cccnc1
  -1	2	0	-1	0	2	4	3	2
46: NS(=O)(=O)c1ccc(-n2nc(C(=O)O)cc2-c2ccc(Cl)cc2)cc1
  1	1	2	1	0	2	0	5	-3
47: CCN(C[C@H]1N[C@@](C)(C(=O)OC)[C@H]2C(=O)N(Cc3ccccc3)C(=O)[C@@H]12)S(=O)(=O)c1ccccc1
  0	1	.	.	0	.	.	7	-7
48: O=C(Cc1ccc(-n2c(=O)[nH]c3ccccc3c2=O)cc1)N1CCN(c2cccc(Cl)c2)CC1
  3	0	5	2	3	2	5	10	0
49: CC1CCC2(CC1)SCC(=O)N2c1ccccc1 (centres undefined)
  27*	8	3	-3	3	-1	-2	8	-1
50: COc1ccc(S(=O)(=O)NCc2ccccn2)cc1
  1	3	6	1	-4	4	14	11	3
51: CN1CC2(C)OC(=O)C(Cl)=C2CC1c1ccccc1 (centres undefined)
  0	0	5	1	-3	1	-6	8	-9
52: Cc1c(NC(=O)CN(C)CC(=O)Nc2ccc(F)c(F)c2F)c(=O)n(-c2ccccc2)n1C
  4	2	.	.	0	.	.	9	2
53: COc1ccc(-n2nc(C(=O)NCC(=O)NCc3ccco3)c3ccccc3c2=O)cc1
  4	1	1	9	6	-4	2	1	-7
54: COC(=O)c1ccc(Oc2c(Cl)cccc2[N+](=O)[O-])cc1
  -1	16	1	8	-1	0	6	9	-2
55: O=C(CSCc1ccc(Cl)cc1)N/N=C/c1ccc(Cl)cc1Cl
  1	2	-6	-6	1	-2	-11	-10	-6
56: C=CCN1C(=O)C(O)(CC(=O)c2ccc(N)cc2)c2ccccc21 (centres undefined)
  8	5	0	-3	-3	-1	6	2	-6
57: CN(CCc1ccccn1)C(=O)CCC1CCCN(C(=O)NC2CCCCC2)C1 (centres undefined)
  -2	-2	-2	0	0	2	8	3	4
58: Cc1cc(N2CCCC2=O)cc(C)c1S(=O)(=O)NCCOc1ccccc1
  -2	4	4	5	-3	2	10	4	1
59: COc1cc(C=NNc2ccc(S(=O)(=O)Nc3ccccc3C(=O)O)cc2[N+](=O)[O-])ccc1O
  31*	63*	.	.	6	.	.	21	48*
60: Cc1ccc(NC(=S)NC(=O)c2c(-c3ccccc3Cl)noc2C)cc1
  2	3	0	-11	-1	-3	0	3	-5

Other records:
Order of results – PAFAH1B2 FP inh	pPAFAH inh	Fam108B counter	PME-1 primary	PAD4 inh	LYPLA1 inh	GSTO1 inh	PAFAH1B3 FP inh	PAFAH2 FP inh
61: Cc1ccc(C(=O)Nn2c(C)nc3ccccc3c2=O)cc1C
  3	6	-2	-4	-3	1	4	10	0
62: COCCn1c(SCC(=O)Nc2ccc3c(c2)OCCO3)nnc1C(C)C
  2	3	3	-2	-2	2	1	7	-4
63: O=C(CCNS(=O)(=O)c1c(Cl)cccc1Cl)OCC(=O)c1ccccc1
  -6	9	2	4	-3	-3	1	12	-6
64: CCCC(=O)OC1CC(C)N(C(=O)c2ccccc2)c2ccc(C)cc21 (centres undefined)
  1	4	0	-3	1	-1	7	4	-5
65: CC1(C)N=C(/C=N/O)C=[N+]1[O-]
  2	0	-3	-3	2	-1	-3	5	0

An excerpt (hit frequency here may not be typical).
